Chronic BCR inh = inhibitors of chronic active B-cell receptor signaling. ABC-DLBCL IkBa-CBG/CBR reporter, luminescence ratio, 4 h. AID 493014. Potency, µM (top dose mostly 46.1 µM), without a hit: top-dose ratio change, negative = lower green/red ratio, hits mostly inhibitors. actives 0.05% (n = 340,000); active = well fitted inhibition curve with a large enough effect in the signal ratio, with a control signal flat, not every such curve was filed as active; inconclusive = small, poorly fitted or top-dose-only effect, or effect the other way, or a change in a side signal; the % refers to the signal ratio;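 note: potency is the fitted concentration of half-maximal effect; plate controls were basal doxycycline-induced cells for no effect and cells given 10 µM MG132 for full effect; MG132 reads +100%, hits lower the ratio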
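TMD8 human ABC-DLBCL cells with doxycycline-inducible IκBα–green luciferase fusion and unfused red luciferase, in 0.5% FBS medium; compounds up to 46 uM, 4 h at 37C. Green/red luminescence ratio, filter-overlap corrected, fitted to concentration-response curves.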
TCR act = activates T cell receptor signaling; primary human leukocytes, anti-CD3, IL-2 HTRF, 48 h; Potency, µM (highest dose often 9.22 µM), inactives show top-dose activation of IL-2 secretion, most hits filed as activators; 330,000 tested, under 10 active; note: % of control where 0% means no effect
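Human primary leukocytes + a-CD3 beads + cpd, 48 hr; IL-2 in supernatant by HTRF (ex 320nm / em 665nm). No co-stimulatory signal supplied.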
uPA generation = inhibitors of cell surface uPA generation; cell surface uPA generation assay, qHTS; Potency, µM (highest dose often 38.3 µM), without a hit: top-dose activity change, negative = inhibition, usual class: inhibitors; actives 0.31% (n = 330,000); AID 540303; active = well fitted inhibition curve with a large enough effect; inconclusive = small, poorly fitted or top-dose-only effect; inactive = no such curve, though single readings can be large or run the other way; tested in mouse RAW 264.7 cells; note: potency is the fitted concentration of half-maximal effect; % is set by controls: 0 for no effect and ±100 for the full control effect; nearly all actives have a fitted effect of over 55% in size
ELG1 repair inh = blocks ELG1-dependent DNA repair in HEK293T cells; HEK293T ELG1-luciferase reporter, luminescence, 16 h; DNA damage induced by 5-fluorouridine; Potency, µM (top dose mostly 46.1 µM), for the others: at the top dose activity change, negative = inhibition, usual class: inhibitors; actives 2.3% (n = 330,000); AID 504467; note: potency is the fitted concentration of half-maximal effect; % is set by controls: 0 for no effect and ±100 for the full control effect; nearly all actives have a fitted effect of over 55% in size
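In this reporter screen, reduction of luminescence relative to DMSO vehicle indicated activity. Compounds and 5-fluorouridine were added together to 2,000 cells per well, incubated for 16 hr at 37 °C, then developed with ONE-Glo.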
B2AR arrestin = recruits beta-arrestin to the human beta2-adrenergic receptor | AID 492947 | actives 0.02% (n = 330,000) | Potency, µM (series often up to 46.1 µM), for inactives: top-dose activation, most hits filed as activators | beta-arrestin recruitment to beta2AR, cell-based reporter;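 note: potency is the fitted concentration of half-maximal effect; 0% = DMSO controls and full agonism = EC100 isoproterenol or metaproterenol; nearly all actives have a fitted effect of over 65% in size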
Mito fusion act = inhibitors of mitochondrial division or activators of mitochondrial fusion; S. cerevisiae fusion-defective mutant growth rescue, CellTiterGlo 48 h; Potency, µM (top dose mostly 46.1 µM), for inactives: at the highest dose growth rescue (activation), hits mostly activators; actives 0.23% (n = 320,000);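 note: potency is the fitted concentration of half-maximal effect; % of control where 0% means no effect; nearly all actives have a fitted effect of over 45% in size; temperature-sensitive fusion mutants such as fzo1-1 at 37 °C on non-fermentable ethanol glycerol medium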
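Growth-rescue viability read-out: after 48 h at the non-permissive 37C in glycerol/ethanol YPEG, yeast mitochondrial fusion mutants are measured by CellTiterGlo luminescence; compounds (23 nl pinned per well) restoring growth score as division inhibitors or fusion activators.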
TSG101-PTAP inh = blocks PTAP/TSG101 interaction to inhibit HIV-1 budding; Q99816; 340,000 tested, under 10 active; Potency, µM (series often up to 115 µM), inactives show at the top dose activity change, negative = inhibition, hits mostly inhibitors; Fluorescence polarization, FITC-PTAP peptide / Tsg101 binding; active = well fitted inhibition curve with a large enough effect in the main read-out, with a control signal flat, not every such curve was filed as active; inconclusive = small, poorly fitted or top-dose-only effect, or effect the other way, or a change in a side signal; inactive = no such curve, though single readings can be large or run the other way; note: potency is the fitted concentration of half-maximal effect; % of control where 0% means no effect
Target sequence (Q99816 whole entry, looked up): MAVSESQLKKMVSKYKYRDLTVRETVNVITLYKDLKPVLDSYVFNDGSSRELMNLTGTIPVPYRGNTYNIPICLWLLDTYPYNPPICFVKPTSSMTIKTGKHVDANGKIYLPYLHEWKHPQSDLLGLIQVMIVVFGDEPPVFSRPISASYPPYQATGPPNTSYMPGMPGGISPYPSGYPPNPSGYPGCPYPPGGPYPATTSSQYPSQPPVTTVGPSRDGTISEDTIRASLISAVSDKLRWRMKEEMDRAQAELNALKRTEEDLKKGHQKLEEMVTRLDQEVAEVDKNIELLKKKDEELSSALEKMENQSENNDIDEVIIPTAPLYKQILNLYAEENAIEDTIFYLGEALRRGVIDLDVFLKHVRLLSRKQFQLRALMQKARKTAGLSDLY
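Fluorescence anisotropy tracks displacement of a FITC-tagged PTAP peptide (50 nM) from the Tsg101 binding domain (10 uM), following a 20 min room-temperature incubation at pH 7.5.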
TSHR antagonist = blocks TSH signaling through the human TSH receptor; P16473; TSHR-expressing cells, TSH-stimulated cAMP HTRF, 2 h; hits give low values; activity change, negative = inhibition, % at 11.5 µM; actives 0.2% (n = 330,000); AID 504810;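 active = activity change below a set negative limit, meaning inhibition stronger than a set level, cut at about -70% in these data; inconclusive = activity change between two set negative limits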; note: % is set by controls: 0 for no effect and ±100 for the full control effect
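TSHR-expressing cells, 200/well, pre-treated with compound, then stimulated with EC80 TSH (4nM final) for 2 hours at 37 deg C. cAMP measured by competitive HTRF: anti-cAMP cryptate antibody in lysis buffer plus cAMP-d2, read after 30 minutes at room temperature.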
USP2a block = USP2a (human) protease inhibition. actives 0.01% (n = 330,000). AID 463254. USP2 core, Ub-CHOP2 coupled fluorogenic reporter, 485/531. O75604. Potency, µM (top dose mostly 38.3 µM), for inactives: at the highest dose activity change, negative = inhibition, hits mostly inhibitors;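 note: potency is the fitted concentration of half-maximal effect; plate controls were DMSO wells for no effect and full inhibition by NEM control for full effect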
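USP2 core (10nM final) preincubated 30min RT with compound in 20mM Tris-HCl pH 8.0, 2mM CaCl2, 2mM beta-mercaptoethanol, 0.05% CHAPS; 25nM Ub-CHOP2 plus 25nM reporter substrate added, fluorescence (Ex485/Em531) read after 60min.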
Tb PFK inh = blocks T. brucei phosphofructokinase; O15648; T. brucei PFK, ADP-Glo luminescence; Potency, µM (series often up to 57.5 µM), without a hit: at the top dose activity, negative = inhibition, actives largely listed as inhibitors; actives 0.17% (n = 330,000); AID 485367;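 note: potency is the fitted concentration of half-maximal effect; 0% = uninhibited 1x PFK enzyme wells and -100% = no-enzyme wells; nearly all actives have a fitted effect of over 60% in size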
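ADP-Glo luminescence quantified ADP after 45 min at room temperature, with 1.25 nM T. brucei PFK, 0.1 mM ATP and 0.5 mM fructose-6-phosphate in pH 8.0 TEA buffer. qHTS titrations up to 57 µM; curves classified by quality.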
Eya2 inh = blocks the phosphatase activity of human Eya2. actives 0.006% (n = 330,000). recombinant Eya2, OMFP fluorescence dephosphorylation (OMFP is methylfluorescein phosphate). Potency, µM (doses to about 76.9 µM), for inactives: at the top dose activity, negative = inhibition, usual class: inhibitors; note: potency is the fitted concentration of half-maximal effect; % is set by controls: 0 for no effect and ±100 for the full control effect
Target sequence (O00167 whole entry, looked up): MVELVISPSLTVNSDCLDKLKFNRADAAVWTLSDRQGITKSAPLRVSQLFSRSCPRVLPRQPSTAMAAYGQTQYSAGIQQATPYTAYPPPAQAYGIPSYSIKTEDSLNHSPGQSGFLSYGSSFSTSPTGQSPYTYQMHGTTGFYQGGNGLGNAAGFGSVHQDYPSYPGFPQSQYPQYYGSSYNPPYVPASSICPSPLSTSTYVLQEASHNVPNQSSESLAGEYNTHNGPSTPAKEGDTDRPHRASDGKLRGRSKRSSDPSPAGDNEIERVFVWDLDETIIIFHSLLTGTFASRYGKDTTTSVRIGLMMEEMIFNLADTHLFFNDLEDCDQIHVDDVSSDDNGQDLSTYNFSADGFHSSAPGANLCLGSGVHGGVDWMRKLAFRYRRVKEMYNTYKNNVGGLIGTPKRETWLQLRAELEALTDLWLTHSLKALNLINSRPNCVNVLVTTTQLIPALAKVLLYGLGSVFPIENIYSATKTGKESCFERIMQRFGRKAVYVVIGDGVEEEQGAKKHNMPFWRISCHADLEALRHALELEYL
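Eya2 protein (added as 0.2 uM solution) was preincubated with compound for 10 min at ambient temperature in 50 mM HEPES pH 7.5, 50 mM NaCl, 5 uM MgCl2, 0.05% BSA, 1 mM DTT. OMFP (added at 50 uM) then reacted 10 min; fluorescence read at 485/525 nm.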
Starred values were filed as active, the others as inactive; [ ] = remark or other dose. Unless noted, calls come from the whole dose curve; as a rule, active = well fitted curve in the direction sought with a large enough effect; inconclusive = small, poorly fitted or top-dose-only effect, or another doubt; inactive = no such curve, though single readings can be large; an effect the other way counts as inactive or inconclusive. Not all compounds are listed; count on the stated rates, not on these rows.

`CCC(=O)c1ccc(OC)c(OC)c1` gave Chronic BCR inh 0%, TCR act 0%, uPA generation -14%, ELG1 repair inh 13%, B2AR arrestin 0.4%, Mito fusion act 3%, TSG101-PTAP inh -2%, TSHR antagonist 10, USP2a block 0%, Tb PFK inh 1% and Eya2 inh -24%.
O=C(O)C1C2CCC(O2)C1C(=O)Nc1ccc(F)c(F)c1 (stereo unspecified) was read as Chronic BCR inh 4%, TCR act -2%, uPA generation -64%, ELG1 repair inh 14%, B2AR arrestin -0.7%, Mito fusion act -1%, TSG101-PTAP inh -4%, TSHR antagonist -13, USP2a block 3%, Tb PFK inh -1% and Eya2 inh -4%.
Screening CN1C(=O)N(C)C(=O)C2(Cc3cc(NC(=O)c4ccc(F)cc4)ccc3N3CCCC32)C1=O (stereo unspecified) returned Chronic BCR inh 5%, TCR act 2%, uPA generation 1%, ELG1 repair inh -13%, B2AR arrestin 0.3%, Mito fusion act 3%, TSG101-PTAP inh 3%, TSHR antagonist 37, USP2a block 1%, Tb PFK inh -27% and Eya2 inh 5%.
Cc1ccc2c(c1)C1CN(C)CCC1N2C(=O)c1ccc(Br)o1 (stereo unspecified) was read as Chronic BCR inh -3%, TCR act 2%, uPA generation 5%, ELG1 repair inh 16%, B2AR arrestin -0.6%, Mito fusion act 1%, TSG101-PTAP inh -1%, TSHR antagonist 1, USP2a block -2%, Tb PFK inh 1% and Eya2 inh -7%.
COC(=O)C1=C(c2cccc(OCc3ccccc3)c2)C[C@@H]2CC[C@H]1N2C(=O)NCCOc1ccc(OC)cc1 was read as Chronic BCR inh inconclusive, TCR act 3%, uPA generation inconclusive, ELG1 repair inh inconclusive, B2AR arrestin 3.7%, Mito fusion act 18%, TSG101-PTAP inh -7%, TSHR antagonist -26, USP2a block -1%, Tb PFK inh 0% and Eya2 inh 5%.
COC(=O)C1=C(c2cccc(C#N)c2)C[C@@H]2CC[C@H]1N2C(=O)NCCOc1ccccc1 was read as Chronic BCR inh 5%, TCR act 6%, uPA generation 11%, ELG1 repair inh 3%, B2AR arrestin -0.2%, Mito fusion act -5%, TSG101-PTAP inh 0%, TSHR antagonist 0, USP2a block 1%, Tb PFK inh 5% and Eya2 inh 8%.
O=C(N/N=C\c1ccc(COc2ccc([N+](=O)[O-])cc2)o1)c1cccc(Cl)c1 was read as Chronic BCR inh 2%, TCR act -1%, uPA generation 1%, ELG1 repair inh inconclusive, B2AR arrestin 0.1%, Mito fusion act -2%, TSG101-PTAP inh 1%, TSHR antagonist -3, USP2a block -1% and Tb PFK inh -13%.
Screening CC1=C2C(=O)C3C(CC=C4CC(O)CCC43C)C2CCC12OC1CC(C)CNC1C2C (stereo unspecified) returned Chronic BCR inh 4%, TCR act 0%, uPA generation 2%, ELG1 repair inh 3%, B2AR arrestin 0.2%, Mito fusion act -24%, TSG101-PTAP inh -1%, TSHR antagonist 13, USP2a block -1%, Tb PFK inh 0% and Eya2 inh -4%.
`O=C1NC(=O)C(C/C=C/c2ccccc2)C(=O)N1` gave Chronic BCR inh -2%, TCR act 4%, uPA generation 8%, ELG1 repair inh 11%, B2AR arrestin -0.5%, Mito fusion act 0%, TSG101-PTAP inh 1%, TSHR antagonist -7, USP2a block -1%, Tb PFK inh -3% and Eya2 inh -2%.
`CN1CCN(c2ccc(C(N)=O)cc2N)CC1` gave Chronic BCR inh -1%, TCR act 1%, uPA generation -3%, ELG1 repair inh 23%, B2AR arrestin -1.0%, Mito fusion act 4%, TSG101-PTAP inh -4%, TSHR antagonist 3, USP2a block -1%, Tb PFK inh 1% and Eya2 inh 18%.
`Cc1ccc(-n2nc(C)c3c2NC(=O)CSC3c2ccc3c(c2)OCO3)cc1` (stereo unspecified) gave Chronic BCR inh -9%, TCR act -2%, uPA generation 5%, ELG1 repair inh -2%, B2AR arrestin 0.3%, Mito fusion act 13%, TSG101-PTAP inh -2%, TSHR antagonist -18, USP2a block -1%, Tb PFK inh -6% and Eya2 inh -8%.
Cc1nonc1OCCNc1ccc([N+](=O)[O-])c2cccnc12 was read as Chronic BCR inh 5%, TCR act 0%[46.1 µM], uPA generation 3%, ELG1 repair inh 4%, B2AR arrestin 0.2%, Mito fusion act inconclusive, TSG101-PTAP inh -3%, TSHR antagonist -1, USP2a block -5%, Tb PFK inh -2% and Eya2 inh -4%.
For Nc1nc(SCc2ccc(Cl)cc2Cl)n[nH]1 the results were Chronic BCR inh -17%, TCR act -7%, uPA generation 4%, ELG1 repair inh inconclusive, B2AR arrestin -0.1%, Mito fusion act inconclusive, TSG101-PTAP inh -5%, TSHR antagonist -1, USP2a block 0%, Tb PFK inh 17% and Eya2 inh 14%.
`Cc1ccccc1C1=NCC(=O)N(CC(=O)N2CCCCC2)c2sc(C)c(C)c21` gave Chronic BCR inh 1%, TCR act -1%, uPA generation 1%, ELG1 repair inh -6%, B2AR arrestin -0.1%, Mito fusion act -5%, TSG101-PTAP inh -6%, TSHR antagonist -8, USP2a block 3%, Tb PFK inh -6% and Eya2 inh -5%.
`O=C1Nc2ccc(Br)cc2C(c2ccccc2)=NC1O` (stereo unspecified) gave Chronic BCR inh 2%, TCR act -2%, uPA generation 14%, ELG1 repair inh 8%, B2AR arrestin 0.4%, Mito fusion act -9%, TSG101-PTAP inh -3%, TSHR antagonist 0, USP2a block 2%, Tb PFK inh -2% and Eya2 inh 9%.
For CN(C)c1ccc(CN2CC=C(c3ccc(F)cc3)CC2)cc1 the results were Chronic BCR inh 4%, TCR act 2%, ELG1 repair inh -3%, B2AR arrestin -0.1%, Mito fusion act -5%, TSG101-PTAP inh -6%, TSHR antagonist 3, USP2a block 2%, Tb PFK inh 0% and Eya2 inh -24%[15.4 µM].
`Cc1ccc(NC(=O)Cn2c(=O)oc3ccccc32)cc1` gave Chronic BCR inh inconclusive, TCR act -9%, uPA generation 14%, ELG1 repair inh 0%, B2AR arrestin 0.4%, Mito fusion act 0%, TSG101-PTAP inh 0%, TSHR antagonist -2, USP2a block 0%, Tb PFK inh 2% and Eya2 inh -2%.
For CC(C)c1ccc(N=Cc2c(O)n(C3CC3)c(=S)[nH]c2=O)cc1 the results were Chronic BCR inh 3%, TCR act -3%, uPA generation 2%, ELG1 repair inh inconclusive, B2AR arrestin -0.2%, Mito fusion act -1%, TSG101-PTAP inh 1%, TSHR antagonist 15, USP2a block 2%, Tb PFK inh 1% and Eya2 inh 3%.
OC1(c2ccccc2F)CC2CCC(C1)N2CCN1CCOCC1 (stereo unspecified) was read as Chronic BCR inh -5%, TCR act -8%, uPA generation 2%, ELG1 repair inh -1%, B2AR arrestin -0.6%, Mito fusion act -3%, TSG101-PTAP inh -4%, TSHR antagonist 1, USP2a block 0%, Tb PFK inh 0% and Eya2 inh -16%.
CCCNC(=O)c1ccc2c(=O)c(O)c(-c3cccc(Br)c3)[nH]c2c1 was read as Chronic BCR inh -10%, TCR act 7%, uPA generation inconclusive, ELG1 repair inh -27%, B2AR arrestin -0.5%, Mito fusion act 19%, TSG101-PTAP inh -9%, TSHR antagonist -10, USP2a block -8%, Tb PFK inh 2% and Eya2 inh 6%.
For CC1CN=C(NCc2ccccc2Cl)S1 (stereo unspecified) the results were Chronic BCR inh inconclusive, TCR act 15%, uPA generation -22%, ELG1 repair inh inconclusive, B2AR arrestin 0.3%, Mito fusion act -7%, TSG101-PTAP inh -4%, TSHR antagonist -20, USP2a block 2%, Tb PFK inh 6% and Eya2 inh -3%.
`N=c1c2c(n(Cc3ccc(Cl)cc3Cl)c3c1CCC3)CCCC2` gave Chronic BCR inh inconclusive, TCR act 0%, uPA generation -14%, ELG1 repair inh inconclusive, B2AR arrestin 0.5%, Mito fusion act 1%, TSG101-PTAP inh -11%, TSHR antagonist -4, USP2a block -2%, Tb PFK inh -1% and Eya2 inh 1%.
`CCOC(=O)N(c1ccccc1)P1(=S)OCCO1` gave Chronic BCR inh -5%, TCR act 1%, uPA generation 3%, ELG1 repair inh 22%, B2AR arrestin 0.2%, Mito fusion act 0%, TSG101-PTAP inh -1%, TSHR antagonist 2, USP2a block -1%, Tb PFK inh inconclusive and Eya2 inh 8%.

Source: PubChem
